# Compound activity: PubChem, several laboratories
# NPY Y2 blocker: antagonists of human neuropeptide Y receptor Y2 | AID 793 | 140,000 compounds, 0.99% hits | NPY-Y2 expressing cells, antagonist mode | P49146 | inhibition, % at 2.7 µM; in the data active = inhibition above about 17%;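 note: 0% = vehicle with agonist challenge and 100% = reference antagonist with challenge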
# Target sequence (P49146 whole entry, looked up): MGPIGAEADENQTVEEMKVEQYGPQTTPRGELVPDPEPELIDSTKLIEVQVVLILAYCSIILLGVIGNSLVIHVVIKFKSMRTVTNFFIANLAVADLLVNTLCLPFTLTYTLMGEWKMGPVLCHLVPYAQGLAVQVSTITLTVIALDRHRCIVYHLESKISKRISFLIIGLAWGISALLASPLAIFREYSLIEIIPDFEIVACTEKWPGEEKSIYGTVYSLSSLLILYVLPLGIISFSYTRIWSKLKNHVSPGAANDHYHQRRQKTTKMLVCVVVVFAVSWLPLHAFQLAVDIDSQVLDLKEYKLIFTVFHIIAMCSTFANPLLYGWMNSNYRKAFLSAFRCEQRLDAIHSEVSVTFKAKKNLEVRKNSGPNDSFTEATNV
# bCat KO growth: beta-catenin-lacking colon tumor cell growth suppression; viability, % at 10 µM; 140,000 compounds, 1.5% hits; HCT116 beta-catenin knockout viability, CellTiter-Glo, 60 h; stronger effect = lower value;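 active = viability at or under a set limit, the compound median less 4 SD, cut at about 6% in these data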;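 note: 0% = Hyamine 1622 control at 20 µM and 100% = untreated cell control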
# PTEN del growth: PTEN-deleted cell growth suppression | HCT116 PTEN-null viability, CellTiter-Glo, 60 h; stronger effect = lower value | viability, % at 10 µM | 140,000 compounds, 1.2% hits;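 active = viability at or below a set limit, 4 SD under the median of all tested compounds, cut at about 3.7% in these data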;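 note: PTEN knockout HCT116 line with beta catenin targeted HCT116 as companion control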
# GALR2 blocker: antagonists of human galanin receptor 2 (GALR2) | O43603 | inhibition, % at 4 µM | AID 828 | 140,000 compounds, 0.39% hits | GALR2-expressing cells, antagonist mode; in the data active = inhibition above about 27%;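 note: cells stimulated with galanin 1-16 at roughly its EC80; 0% = agonist challenge control and 100% = basal control without agonist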
# Target sequence (O43603 whole entry, looked up): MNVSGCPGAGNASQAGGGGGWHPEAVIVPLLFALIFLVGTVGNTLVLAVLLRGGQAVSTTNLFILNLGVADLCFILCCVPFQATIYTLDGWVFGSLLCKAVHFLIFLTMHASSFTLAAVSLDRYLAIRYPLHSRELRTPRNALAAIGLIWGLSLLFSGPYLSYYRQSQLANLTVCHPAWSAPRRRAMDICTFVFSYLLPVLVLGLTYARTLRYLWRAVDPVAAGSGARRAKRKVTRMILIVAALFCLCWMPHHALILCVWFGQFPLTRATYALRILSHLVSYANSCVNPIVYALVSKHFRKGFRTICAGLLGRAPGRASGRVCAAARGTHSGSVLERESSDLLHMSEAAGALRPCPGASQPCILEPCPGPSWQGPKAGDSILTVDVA
# MRP1 act: activates MRP-1. H69AR cells + doxorubicin, viability rescue, CellTiter-Glo. viability increase, % at 10 µM. 140,000 compounds, 0.61% hits;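 active = viability gain under doxorubicin at or above a set limit, the compound median plus 3 SD, cut at about 4.7% in these data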;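 note: MRP-1 overexpressing cells given doxorubicin 25 µM after compound pretreatment; 18-22 h compound pretreatment then 72 h with doxorubicin before readout; 0% = doxorubicin-only wells and 100% = vehicle-treated cells without doxorubicin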
# E-sel TNF inh: TNF alpha driven E-selectin expression inhibition. 120,000 compounds, 0.71% hits. AID 1246. inhibition, % at 2 µM. HUVEC TNFa-induced E-selectin immunofluorescence, high content;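 active = inhibition above the batch mean plus 3 SD, and confirmed as a hit on visual image review, cut at about 43% in these data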;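 note: 0% = TNF-stimulated DMSO wells and 100% = unstimulated control wells; not every result past the cut was called active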
# Phagocyt inh: macrophage phagocytosis inhibition; inhibition, % at 5 µM; 110,000 compounds, 0.07% hits; J774A.1 macrophage IgG-bead phagocytosis, imaging;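 active = inhibition above the mean of the plate negative controls plus 5 SD, cut at about 13% in these data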;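 note: phagocytic index as fraction of beads internalized from green versus red external bead signal; plate controls were DMSO negative control for no effect and cytochalasin-D positive control for full effect; some results beyond the cut were filed as inactive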
# Measles CPE: protection of cells from measles virus; Measles virus-infected cells, CPE protection, absorbance; protection (pct of control), % at 4 µM; 140,000 compounds, 1.5% hits; AID 841; in the data active = protection mostly above about 24%, no sharp cut-off; inactive = mostly below about 26%; note: some compounds called inactive have numbers as strong as hits
# BB579 growth dn: chemicals that inhibit yeast BB579 growth in restrictive medium (lifespan-shortening candidates); 140,000 compounds, 0.51% hits; S. cerevisiae BB579 growth, OD615, 48 h; inhibition, % at 10 µM;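 active = inhibition above a set limit, 3 SD over the mean compound inhibition, cut at about 44% in these data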; note: inactives centre near -24
#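 Test system: S. cerevisiae DeaD strain BB579 yeast; Medium: restrictive CSMM-D medium; Compound: one dose, 10 µM compound with 0.25% DMSO; Incubation: 4 h cell preincubation, 48 h compound exposure, 30 °C humidified; Signal: OD at 615 nm; Benchmarks: amphotericin B at 10 µg/mL as positive control.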
# Yeast life ext: yeast lifespan extension | S. cerevisiae growth with nicotinamide, OD615; deaD strain in restrictive glucose medium | inhibition of the nicotinamide effect, % at 10 µM | 130,000 compounds, 0.68% hits;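 active = inhibition above a set limit, placed 3 SD over the median of all compounds, cut at about 26% in these data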;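 note: 0% = nicotinamide-treated wells and 100% = cells grown without nicotinamide; some compounds called inactive have numbers as strong as hits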
#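 System: Modified budding yeast, DeaD strain | Buffer or medium: Restrictive glucose medium | Also added: 1.5 mM nicotinamide | Doses: 10 µM single point, 0.25% DMSO | Schedule: 48 h compound exposure at 30 °C, humidified | Detection: Absorbance at 615 nm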
# The depositor's hits bear a star; . = no result given.
SMILES,NPY Y2 blocker,bCat KO growth,PTEN del growth,GALR2 blocker,MRP1 act,E-sel TNF inh,Phagocyt inh,Measles CPE,BB579 growth dn,Yeast life ext
CN(C1CCCCC1)S(=O)(=O)c1ccc(NC(=S)NC(=O)c2cccs2)cc1,1,78,74,-19,-4.2,3,.,19,-16,-2
CCC(=O)NS(=O)(=O)c1ccc(N=NN2CCCCC2)cc1,2,80,88,-1,-1.4,.,-10,2,-21,4
COC(=O)Nc1nnc(-c2ccccc2Cl)s1,3,90,100,-9,-0.6,.,0,22,-32,-18
CN(C)c1nc2c(c(=O)[nH]c(=O)n2C)n1Cc1ccccc1Br,1,88,86,-14,-0.4,.,.,3,-36,7
COC(=O)C1=C(C)N(CC2CCCO2)C(=O)C1 (centres undefined),1,96,108,6,-0.6,-40,-1,20,-27,0
COc1ccc(NC(=O)C(NC(=O)OC(C)(C)C)C(C)OCc2ccccc2)cc1 (centres undefined),2,92,84,-7,-3.4,-24,-2,4,-12,5
O=C(c1cc2c(s1)-c1ccccc1OC2)N1CCN(c2ccccc2)CC1,11,104,91,-8,-2.6,0,0,29,-29,-13
O=C(O)C1C2CCC(C2)C1C(=O)NCCC1=CCCCC1 (centres undefined),5,89,92,-5,-1.5,1,-4,7,-31,-1
COc1ccc(NC(=O)C2C3C=CC(C3)C2C(=O)NCc2ccccn2)c(OC)c1 (centres undefined),1,96,92,1,-3.5,4,.,8,-21,-1
O=C(COC(=O)C1(c2ccccc2F)CCCC1)Nc1ncc(C(F)(F)F)cc1Cl,2,86,92,-11,-0.2,-4,-1,4,-17,3
Cc1ccc(-n2ncc3c(=O)[nH]c(SCC(=O)N4CCC(C)CC4)nc32)cc1C,3,97,85,1,-3.9,23,1,9,-26,-5
C/C(=N\OC(=O)c1ccccc1F)c1nccs1,-1,108,93,5,-2.8,-8,.,16,-34,-28
COc1ccc(NC(=O)Cn2cc(C(=O)c3ccco3)c3ccccc32)cc1,0,104,102,4,6.7*,-10,0,26,-35,8
O=c1cc(CSc2nnc(-c3ccco3)o2)c2ccccc2[nH]1,-1,105,117,-4,-0.7,7,0,8,-52,-1
COc1ccc(S(=O)(=O)N(C)c2ccc(C(=O)NCCC(C)C)cc2)cc1,1,87,94,-2,-3.3,16,-1,2,1,-7
O=C(NC(Cc1c[nH]c2ccccc12)C(=O)O)c1ccco1 (centres undefined),6,90,102,-16,-2.5,7,0,7,-41,-9
COC(=O)c1ccc(NC(=O)NC2CCCCC2)cc1,2,95,96,4,-0.1,21,.,5,-8,-2
CCOc1cc(S(=O)(=O)N2CCCCC2)ccc1F,0,93,96,1,-0.3,8,2,18,0,-7
CN1CCN(C(=S)Nc2ccc([N+](=O)[O-])cc2)CC1,0,97,100,14,1.8,-18,.,4,-20,1
CCOC(=O)c1sc(NC(=O)CCN2C(=O)c3ccccc3C2=O)c(C(=O)OCC)c1C,3,96,91,-10,1.8,.,-1,3,-4,-4
COc1cccc(-n2ccnc2SCC(=O)Nc2nccs2)c1,0,100,115,4,0.0,-20,.,24,-38,-6
COc1ccccc1N(CC(O)Cn1c(C)nc2ccccc21)S(=O)(=O)c1ccccc1 (centres undefined),4,82,81,1,-1.7,.,-11,2,10,2
O=C(Cn1cc[n+](CC(=O)c2ccccc2)c1)c1ccccc1,-2,79,75,-5,-0.8,-36,.,1,-41,-6
Cc1cc(NC(=O)C(C)C)ncc1NC(=O)CCc1ccccc1,1,98,82,-2,-2.0,-18,.,2,2,-15
CCCCOC(=O)n1c(=S)oc2cc(Cl)ccc21,4,110,91,-4,-3.7,-12,.,6,98*,-23
# Other compounds
SMILES,NPY Y2 blocker,bCat KO growth,PTEN del growth,GALR2 blocker,MRP1 act,E-sel TNF inh,Phagocyt inh,Measles CPE,BB579 growth dn,Yeast life ext
O=C(NN1C(=O)C2C3C=CC(C4CC34)C2C1=O)c1ccc(Cl)c(Cl)c1 (centres undefined),1,92,94,-5,-1.4,-36,-7,3,-17,3
CC1CCCN(S(=O)(=O)c2ccc(C(=O)Nc3nnc(-c4ccccc4Cl)o3)cc2)C1 (centres undefined),2,13,8,3,-2.1,-9,-1,2,-14,0
COc1ccc(NC(=O)C(C)N2c3cccc4cccc(c34)S2(=O)=O)cc1OC (centres undefined),6,29,33,3,0.3,8,.,5,13,.
CC(C)OC(=O)c1c2nc3ccccc3nc2n2c1[nH]c(=O)c1ccccc12,3,24,31,0,-2.9,-3,-1,25,-21,-19
C/C(=N/N=C1/NC(=O)CC(C(=O)O)S1)c1ccccc1 (centres undefined),4,92,65,-10,2.3,.,-6,3,7,-5
Cc1cc(NC(=O)CCC(=O)N(c2ccc(F)cc2)C2(C(=O)NC3CCCCC3)CCCC2)no1,4,69,72,-9,-3.3,-9,0,6,-40,-22
O=C(O)CCC(=O)NNC(=O)CCC1CCCCC1,2,92,94,-10,-2.3,11,-4,25,-15,-1
COc1ccccc1NC(=O)c1cnc(Nc2ccccc2OC)c2ccccc12,8,16,17,-3,-2.1,7,15,0,-12,-2
NC(=O)COc1c(-c2ccccc2)oc2ccccc2c1=O,6,97,85,-12,-4.1,15,-4,1,-31,-29
CN(C)c1cccc(C(=O)NC2CCCCCC2)c1,-1,92,98,12,-0.5,2,-1,9,-23,4
COc1cc2nc(COc3ccc(C#N)cc3)n(CC#N)c(=O)c2cc1OC,0,89,84,2,-1.8,12,0,3,-38,-19
CC1(C)CC(=O)C(C2=NC(C)(C)Cc3ccccc32)=C(O)C1,-1,104,109,2,-0.5,.,0,16,-23,-6
COc1ccc(OCC(=O)O/N=C(\N)c2ccc(OC)c(OC)c2)cc1,6,93,95,2,2.7,4,-6,5,-3,20
C=CCn1c(C)c(C(C)=O)c(SC)nc1=S,-1,96,88,10,-2.3,-16,-1,8,-34,-10
CC1(C)CC(NCc2ccc3c(c2)OCO3)CCO1 (centres undefined),1,94,97,5,-1.3,-1,.,27,-27,-11
Cc1cccc(NC(=O)CCSc2nncn2C)c1,0,103,101,-2,0.3,-17,.,34,-30,.
COC(=O)C1=C(N)Oc2cc(C)n(CCN3CCOCC3)c(=O)c2C1c1cccnc1 (centres undefined),1,101,107,5,-0.8,.,1,18,-21,-2
CCOC(=O)C1CCCN(C(=O)CCCn2nc(C)n3c(cc4sccc43)c2=O)C1 (centres undefined),4,97,92,10,0.3,-1,0,6,-10,-10
O=C(N/N=C/C=C/c1ccccc1[N+](=O)[O-])c1cc(-c2cccnc2)nc2ccccc12,2,30,40,17,-3.1,.,-8,23,-22,-1
CC(C)c1ccccc1NC(=O)COC(=O)/C=C/c1cccc([N+](=O)[O-])c1,5,89,86,9,0.5,7,-8,11,-30,2
COC(=O)Cc1ccc(NC(=S)NN2CCOCC2)cc1,5,102,91,2,3.3,15,-9,12,-14,1
O=C1CSC(c2ccc(Cl)cc2)N1C1CCCCC1 (centres undefined),2,67,61,-1,-1.3,-1,6,4,-38,-11
CCC1SC(CC)C(=O)N(CC(=O)Nc2ccc3c(c2)OCO3)C1=O (centres undefined),-1,95,93,12,0.7,.,-12,31,-28,0
CC(OC(=O)c1c2c(nc3ccccc13)/C(=C\c1ccc3c(c1)OCO3)CCC2)C(=O)Nc1ccc(S(N)(=O)=O)cc1 (centres undefined),-3,8,6,7,-5.5,.,-13,8,-16,-5
O=c1[nH]c(/C(Cl)=C/c2cccc(C(F)(F)F)c2)nc2cc(Cl)ccc12,1,84,79,13,-3.5,.,.,17,-47,4

# 3 entries already listed, arranged by the value under Phagocyt inh, low to high:
canonical_smiles,NPY Y2 blocker,GALR2 blocker,E-sel TNF inh,Phagocyt inh,Measles CPE,BB579 growth dn,Yeast life ext
CC(OC(=O)c1c2c(nc3ccccc13)/C(=C\c1ccc3c(c1)OCO3)CCC2)C(=O)Nc1ccc(S(N)(=O)=O)cc1 (centres undefined),-3,7,.,-13,8,-16,-5
C/C(=N/N=C1/NC(=O)CC(C(=O)O)S1)c1ccccc1 (centres undefined),4,-10,.,-6,3,7,-5
CN(C)c1cccc(C(=O)NC2CCCCCC2)c1,-1,12,2,-1,9,-23,4

# An excerpt of these results, with two lines to a compound:
# Each structure is followed by: NPY Y2 blocker, bCat KO growth, PTEN del growth, GALR2 blocker, MRP1 act, E-sel TNF inh, Phagocyt inh, Measles CPE, BB579 growth dn, Yeast life ext
> COc1cc2nc(COc3ccc(C#N)cc3)n(CC#N)c(=O)c2cc1OC
  0, 89, 84, 2, -1.8, 12, 0, 3, -38, -19
> Cc1cc(NC(=O)CCC(=O)N(c2ccc(F)cc2)C2(C(=O)NC3CCCCC3)CCCC2)no1
  4, 69, 72, -9, -3.3, -9, 0, 6, -40, -22
> O=c1[nH]c(/C(Cl)=C/c2cccc(C(F)(F)F)c2)nc2cc(Cl)ccc12
  1, 84, 79, 13, -3.5, ., ., 17, -47, 4
> C=CCn1c(C)c(C(C)=O)c(SC)nc1=S
  -1, 96, 88, 10, -2.3, -16, -1, 8, -34, -10
> CC1CCCN(S(=O)(=O)c2ccc(C(=O)Nc3nnc(-c4ccccc4Cl)o3)cc2)C1 (centres undefined)
  2, 13, 8, 3, -2.1, -9, -1, 2, -14, 0
> COC(=O)C1=C(N)Oc2cc(C)n(CCN3CCOCC3)c(=O)c2C1c1cccnc1 (centres undefined)
  1, 101, 107, 5, -0.8, ., 1, 18, -21, -2

# Next structures
SMILES,NPY Y2 blocker,bCat KO growth,PTEN del growth,GALR2 blocker,MRP1 act,E-sel TNF inh,Phagocyt inh,Measles CPE,BB579 growth dn,Yeast life ext
O=[N+]([O-])c1ccccc1S(=O)(=O)Oc1ccc(/C=N/n2cnnc2)cc1,0,77,77,-2,-4.3,-3,-6,38,-33,0
CCOC(=O)CSc1nnc(Cn2c(=O)sc3ccccc32)n1-c1ccccc1C,5,94,102,-1,-1.8,-18,.,23,-35,-1
CC(NC(=O)CCC(=O)NC(C)C1COc2ccccc2O1)C1COc2ccccc2O1 (centres undefined),4,96,87,-14,2.7,.,-2,13,-18,-11
COc1cc(NC(=O)c2cc3nc(C4CC4)cc(C(F)(F)F)n3n2)c(OC)cc1Cl,3,90,87,0,-1.6,-8,.,7,-16,-7
CCC(=O)Nc1ccc2c(c1)nc(CN1CCN(C(C)=O)CC1)n2C,-2,99,112,-9,1.3,1,0,9,19,-2
Cc1ccc2cc(C#N)c(N3CCN(C)CC3)nc2c1,7,89,100,4,-0.6,-10,.,12,2,.
Cc1ccccc1CNC(=O)/C=C\C(=O)O,0,102,105,20,-2.5,2,-1,5,-19,-2
Cc1ccnc(NC2OC(=O)c3ccccc32)c1 (centres undefined),1,99,95,-7,-1.4,2,.,17,-35,3
